Compound activity: PubChem BioAssay, several laboratories
MITF TRPM1 inh – inhibitors of MITF-dependent TRPM1 promoter reporter, primary screen, cell-based, SK-MEL-5, single point, luciferase. SK-MEL-5 TRPM1 promoter luciferase, 24 h. inhibition, % at 12.5 µM. 0.83% of 330,000 active;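 active = mean inhibition across replicates of 60% or more, whatever share of single replicates reaches that level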; note: values of inactives mirror those of a sister screen read the other way
CaV13 FRET inh – Primary screen for inhibitors of IQ motif and Ca2+-dependent inactivation inhibitor domain binding in CACNA1D, Förster resonance energy transfer in living cells, … | HEK cells, CFP/YFP FRET ICDI-IQ, plate reader, 10 min; percent FRET-ratio fall versus neutral wells | inhibition, % at 12.3 µM | 0.098% of 340,000 active | AID 743397;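 active = mean replicate inhibition of at least 30% and at least 1% of replicates passing that level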;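 note: 0% = median of the neutral control wells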
HIF-2a block – HIF-2a reporter inhibitors, primary screen, luminescence, 786-0 RCC cells; 786-0 RCC cells HIF-2a reporter, luciferase luminescence, overnight; inhibition, % at 18.8 µM; 0.72% of 360,000 active;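 active = inhibition of the luminescence signal of 40% or more relative to plate controls, in a single-dose primary screen at 18.75 µM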
Vif imaging – HIV Vif self-association inhibitors, primary screen, imaging, HEK293T, single point; HEK293T cells, Vif self-association by quenched fluorescence, 24 h; inhibition, % at 7.49 µM; 0.35% of 340,000 active; in the data active = inhibition above about 50%, passing the limit was not always enough; note: some results filed as inactive read as strong as hits
Peg3 prom inh – Peg3 promoter-driven luciferase inhibitors, primary screen, cell-based, HeLa, luciferase luminescence | HeLa PEG-Prom luciferase reporter, overnight | inhibition, % at 20 µM | 1.7% of 360,000 active | AID 588405, 2011;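 active = inhibition of at least 50% at 20 µM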
NR2E3 ag-1 – inhibitors of NR2E3-RetCOR corepressor binding, primary screen, NR2E3 agonist project, biochemical, TR-FRET, GST-NR2E3, biotin-RetCOR; 0.12% of 320,000 active; Photoreceptor-specific nuclear receptor (Homo sapiens), Q9Y5X4; AID 2300, 2010; inhibition of corepressor binding, % at 4.78 µM; 1536-well;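 active = percent inhibition above the cutoff of mean plus 3 SD of all tested compounds, set per screening campaign, cut at about 20% in these data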;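 note: 0% = DMSO wells and 100% = biotin wells as full block of FRET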
Target sequence (Q9Y5X4 whole entry, looked up): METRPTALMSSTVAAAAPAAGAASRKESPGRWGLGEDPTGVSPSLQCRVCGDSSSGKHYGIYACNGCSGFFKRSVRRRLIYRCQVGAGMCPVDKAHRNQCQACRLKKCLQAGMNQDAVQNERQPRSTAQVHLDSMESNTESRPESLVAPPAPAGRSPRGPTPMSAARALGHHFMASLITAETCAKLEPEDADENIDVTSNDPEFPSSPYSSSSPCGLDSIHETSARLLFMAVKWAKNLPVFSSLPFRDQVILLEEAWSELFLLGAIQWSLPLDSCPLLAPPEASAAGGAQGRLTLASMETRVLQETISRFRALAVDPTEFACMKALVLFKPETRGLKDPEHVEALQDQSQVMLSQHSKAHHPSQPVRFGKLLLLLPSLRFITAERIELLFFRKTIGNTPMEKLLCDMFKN
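Material: NR2E3–RetCOR corepressor complex | Quantity: 1.35 nM GST-tagged NR2E3 final | Schedule: 5 h at 4 °C | Replication: Singlicate compound wells | Reagent: RetCOR corepressor, biotinylated, 7 nM | Controls: Biotin wells as high control, 0.6% DMSO wells as low control | Signal: TR-FRET, Eu(K)-anti-GST donor, streptavidin-D2 acceptor, ex 340, em 617/671 nm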
NR2E3 ag-2 – NR2E3 agonists in two-hybrid cells, primary screen, cell-based, luminescence, CHO-S, Gal4-NCOR/VP16-NR2E3 | Photoreceptor-specific nuclear receptor (Homo sapiens), Q9Y5X4 | luciferase | inhibition of corepressor binding, % at 3.98 µM | 0.35% of 360,000 active | AID 602229, 2012;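 active = inhibition above the mean of all tested compounds plus 3 SD, cut at about 70% in these data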;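 note: 0% = DMSO with NR2E3 transfected cells and 100% = cells lacking NR2E3 construct; higher means lower luciferase signal from less NR2E3 corepressor binding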
Shn3 inh set2 – reduction of Shn3 3'UTR firefly luciferase signal, primary screen, Schnurri-3 inhibitor project, cell-based, Clone20 osteoblasts, set 2. Clone20 osteoblast Shn3 3'UTR firefly luciferase, 24 h. inhibition, % at 12.5 µM. 0.52% of 360,000 active. AID 588674, 2011;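 active = mean inhibition of at least 75% with every replicate also reaching 75%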;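 note: 0% = median of neutral control wells and 100% = pilot-screen positive control compound; some compounds past the cut are filed as inactive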
PDI inh – inhibitors of human PDI, primary screen, biochemical, turbidity, single point, plate reader; Protein disulfide-isomerase (Homo sapiens), P07237; PDI insulin aggregation turbidity, A650, 90 min; inhibition, % at 10 µM; 0.052% of 350,000 active;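 active = mean inhibition across replicates of 30% or more, whatever share of single replicates reach that level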;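 note: absorbance from insulin aggregation driven by PDI reduction with DTT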
Target sequence (P07237 whole entry, looked up): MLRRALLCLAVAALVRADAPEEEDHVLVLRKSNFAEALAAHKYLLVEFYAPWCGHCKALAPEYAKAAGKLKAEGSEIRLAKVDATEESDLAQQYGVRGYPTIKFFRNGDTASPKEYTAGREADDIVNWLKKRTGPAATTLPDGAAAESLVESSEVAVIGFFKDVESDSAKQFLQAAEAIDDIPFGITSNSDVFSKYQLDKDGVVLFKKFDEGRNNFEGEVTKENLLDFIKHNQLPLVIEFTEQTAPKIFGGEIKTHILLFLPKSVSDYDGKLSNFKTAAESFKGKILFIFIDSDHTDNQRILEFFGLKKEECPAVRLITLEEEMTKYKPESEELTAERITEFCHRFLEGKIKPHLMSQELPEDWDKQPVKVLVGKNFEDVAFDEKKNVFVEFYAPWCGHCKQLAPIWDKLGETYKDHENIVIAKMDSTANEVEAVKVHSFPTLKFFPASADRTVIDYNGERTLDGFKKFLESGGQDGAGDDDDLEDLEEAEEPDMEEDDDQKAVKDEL
CF NFkB block – inhibitors of PAF-induced NF-kB signaling, primary screen, cell-based, GFP fluorescence, uHTS; inhibition, % at 5 µM; KKLEB NF-kB-GFP reporter, GFP fluorescence overnight; AID 588850, 2011; 0.86% of 360,000 active;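 active = at least 50% inhibition at 5 µM, scaled per plate between neutral and stimulator controls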;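 note: PAF is a Pseudomonas aeruginosa culture filtrate used as stimulus; plate controls were PAF-stimulated DMSO wells for no effect and unstimulated DMSO wells for full effect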
KKLEB cytotox – cytotoxicity in KKLEB CF airway cells, primary screen, cytotoxicity control for CF NF-kB inhibitor project, cell-based, uHTS, fluorescence assay plates | KKLEB CF airway cells viability, ATPlite luminescence, overnight; active compounds read low; cells stimulated with P. aeruginosa culture filtrate | activity change (cytotoxicity), % at 5 µM | 0.36% of 360,000 active | AID 602141, 2011;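 active = corrected activity change at or below -50% at 5 µM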
The depositor's hits bear a star; nt = no result given.

SMILES | MITF TRPM1 inh | CaV13 FRET inh | HIF-2a block | Vif imaging | Peg3 prom inh | NR2E3 ag-1 | NR2E3 ag-2 | Shn3 inh set2 | PDI inh | CF NFkB block | KKLEB cytotox
Cc1c(C(=O)N2CCN(Cc3ccc4c(c3)OCO4)CC2)sc2ncnc(N3CCN(c4ccccc4)CC3)c12 | 15 | -7 | -3 | -15 | 58* | 1 | -6 | 47 | -9 | -24 | 9
CCOc1ccc2nc(SCC(=O)NCc3ccc(OC)c(OC)c3)[nH]c2c1 | 5 | -4 | 19 | -6 | 20 | 3 | 13 | 4 | 4 | -5 | 12
CC1=NOC(=O)/C1=C/c1ccc(O)c(Cl)c1 | 2 | -19 | 27 | -2 | 13 | -3 | -3 | -8 | 15 | -2 | 22
Cc1nnc2sc(-c3cccc(NC(=O)c4cccnc4)c3)nn12 | 5 | -7 | 5 | -5 | -5 | -1 | -8 | 18 | 5 | 3 | 5
Cc1[nH]c2ccccc2c1CCNC(=O)c1ccc2nccnc2c1 | -8 | -5 | -128 | -4 | -103 | 0 | -19 | -3 | -6 | -1 | -10
O=C1/C(=C\c2ccc(Br)o2)Cc2ccccc21 | -11 | -2 | -68 | -10 | -49 | -2 | -25 | -15 | -4 | -31 | 14
COc1ccc(CCNC(=O)C2CCCN(S(=O)(=O)N3CCCCCC3)C2)cc1OC (stereo not drawn) | -9 | -5 | 2 | -7 | -18 | -2 | -3 | 10 | 5 | 5 | 6
COc1cccc(CN2CCN(C(=O)c3ccco3)CC2)c1 | 3 | -15 | 9 | -3 | 17 | 0 | 20 | -7 | 4 | 21 | -2
Nc1nnc(SCC(=O)Nc2nccs2)s1 | 8 | -3 | 5 | 0 | -2 | 1 | -9 | -13 | 8 | -14 | 10
COc1cc(C(=O)Nc2cccc(-c3nncn3C)c2)cc(OC)c1OC | 14 | -5 | 7 | 7 | 17 | 6 | 20 | 22 | -3 | 13 | -11
Cc1cccc2cc(CN(CCCO)C(=O)Nc3ccc(Cl)cc3)c(=O)[nH]c12 | -8 | nt | -69 | -9 | -38 | nt | -24 | 14 | -6 | -11 | 7
Cc1cc(NS(=O)(=O)c2ccc(NC(=O)COc3ccccc3C(C)(C)C)cc2)no1 | 3 | -6 | 22 | 11 | 8 | 1 | -7 | -11 | 0 | -19 | -5
C=CCN(C(=O)Nc1ccc(Cl)cc1)C1CC(=O)N(c2ccc(OC)cc2)C1=O (stereo not drawn) | 12 | -8 | 7 | nt | 20 | 3 | -18 | -2 | 0 | 2 | 4
CSC1=C(C#N)C(C)C2=C(CC(C)(C)CC2=O)N1 (stereo not drawn) | 9 | nt | 7 | -1 | 6 | 3 | -16 | 4 | 5 | -1 | -5
O=C(c1ccccc1)N(CCCl)C(=O)N(CCCl)C(=O)c1ccccc1 | nt | -4 | 5 | -1 | 6 | nt | 10 | 3 | -24 | 19 | 4
Cc1nnc(N2CCC(C(=O)NC3CCC(C)CC3)CC2)c2nn(-c3ccc(Cl)cc3)c(C)c12 (stereo not drawn) | 19 | nt | 14 | 10 | 46 | 2 | 20 | -19 | 1 | 1 | -8
Cc1ccccc1CC(=O)OCC(=O)Nc1ccc(C)c(S(=O)(=O)N2CCCCC2)c1 | 2 | -5 | 11 | -7 | 13 | -2 | -25 | 11 | 4 | 4 | -37
COc1ccc(-c2cc(NC(C)=O)c3ncc(-c4cccc(C(C)=O)c4)n3c2)cc1OC | nt | -4 | -19 | nt | 36 | nt | -9 | -37 | 4 | -47 | 5
CCC(C)C(NC(N)=O)C(=O)Nc1ccc(OCc2ccccc2)cc1 (stereo not drawn) | -12 | -3 | -58 | 6 | -27 | -1 | -35 | -6 | 0 | -12 | 8
CCOc1ccccc1NC(=O)NC1(C(=O)NCC2CCCO2)CCCCC1 (stereo not drawn) | 7 | -3 | 10 | 5 | 9 | 5 | -15 | 16 | -5 | -1 | 3
Cc1n[nH]c(=O)nc1NCCc1ccccc1 | 8 | -3 | 11 | 0 | 4 | 3 | 0 | -20 | 4 | -4 | -8
COc1cc(NS(=O)(=O)c2ccc(NC(=O)c3ccc(C)o3)cc2)nc(OC)n1 | -1 | -6 | 5 | 20 | 11 | 5 | -18 | -6 | -3 | -15 | -5
CCCCC(=O)Nc1ccc(C(=O)N2CCCC(C(=O)OCC)C2)cc1 (stereo not drawn) | 1 | -13 | 8 | -5 | -19 | 2 | -13 | 2 | -6 | 4 | 13
O=[N+]([O-])c1ccc(/C=[N+](\[O-])CCO)o1 | 0 | -5 | 5 | -5 | -18 | -2 | 15 | -7 | -2 | -9 | 11
CSc1ccc(CN2CCC(C)(Oc3ccc4ccccc4c3)C2)cc1 (stereo not drawn) | nt | -6 | -19 | -2 | -1 | nt | 2 | 21 | 5 | -42 | 6
CSc1ccc(/C=N/n2c(C)cc(C)cc2=O)cc1 | -78 | -5 | -152 | 19 | -163 | 0 | 0 | -23 | -1 | -2 | 20
C=CCN1C(=O)CS/C1=N/c1nccs1 | 2 | -6 | 11 | nt | 1 | 2 | -13 | 5 | 0 | 7 | -1
CCOc1ccc(-n2c(-c3ccc(Br)cc3)c[n+]3c2CCCCC3)cc1 | 63* | -5 | 2 | -25 | 8 | 3 | -4 | 73 | 1 | 0 | -7
COc1ccc(CN2CCN(Cc3ccc(CO)o3)CC2CCO)cc1C (stereo not drawn) | -20 | -6 | 18 | 4 | -18 | 3 | 13 | 5 | -3 | -13 | 5
Cc1cccc(OCC(=O)NNC(=O)CSc2ncc(C#N)c(N)n2)c1 | -4 | -6 | 4 | -2 | 12 | -2 | -4 | -13 | 6 | -8 | 12
COC(=O)CSc1cc(C)nc2ccc(OC)cc12 | -14 | -3 | 9 | nt | -19 | -1 | -49 | -8 | 2 | -1 | 7
CSc1nsc2nc(=O)c(/C=C3\C(C)=Nc4ccccc43)c(N)n12 | -8 | -4 | -107 | 12 | -44 | nt | -60 | -17 | -3 | -19 | -4
CC(=O)c1cc(-c2ccccc2)n(CC(=O)NC2CCCC2)c1C | 1 | -8 | 20 | 3 | -1 | 3 | -9 | 2 | -6 | -3 | 6
O=C(COC(=O)CSc1cc(Cl)ccc1Cl)NCc1ccc2c(c1)OCO2 | 12 | -4 | 18 | 12 | 14 | 3 | -2 | -1 | -15 | -4 | 6
COc1cccc(N=C2SC(C(=O)Nc3ccc(F)cc3)CC(=O)N2C)c1 (stereo not drawn) | 1 | nt | 6 | -16 | 9 | 4 | -8 | 16 | 7 | 17 | -9
CN1CCN(CCP(=O)(c2ccccc2)c2ccccc2)CC1 | -14 | -4 | 10 | -6 | 12 | -1 | -10 | -2 | -10 | 2 | 3
COCCOC(=O)c1c(C)oc2ccc(OC(=O)c3cccs3)cc12 | -27 | -5 | -18 | 19 | -115 | -1 | -23 | 44 | 7 | 3 | -7
CCN(C(=O)CN1CCN(C)CC1)c1c(N)n(Cc2ccccc2)c(=O)[nH]c1=O | -5 | -6 | 10 | -6 | -1 | -2 | -7 | -12 | -2 | -6 | 5
O=C(NNc1ccc([N+](=O)[O-])cc1)C1CC2CCCC(C1)C2=O (stereo not drawn) | 2 | -8 | 14 | 1 | 0 | 2 | -20 | -6 | -1 | -39 | -3
Cc1oc(-c2cccc(Cl)c2)nc1CS(=O)(=O)CC(=O)NC1CC1 | 3 | -5 | -6 | 4 | 3 | 1 | 17 | 0 | -1 | 12 | -7
COc1ccccc1N1CCN(S(=O)(=O)c2cc(C(F)(F)F)cc(C(F)(F)F)c2)CC1 | 6 | -2 | 19 | 1 | 17 | 1 | -11 | -3 | -6 | 8 | 1
CC(=C/c1ccccc1)/C=N/N1CCN(Cc2ccc(C)cc2)CC1 | 14 | -5 | -4 | 4 | 11 | 2 | -10 | nt | 6 | -14 | -7
CC(=O)c1nn(-c2cccc(Br)c2)cc1C(=O)c1ccccc1 | 11 | -5 | 18 | -17 | 6 | 2 | -8 | 18 | -7 | -22 | -4
COc1cccc(/C=N/NC(=O)c2cc3c(OC)c(OC)ccc3[nH]2)c1OC | 0 | -4 | -36 | 3 | 28 | nt | 0 | 3 | 7 | 7 | -16
C=C(C)C(=O)N1CC2(CC(c3cccc(NC(=O)c4ccccc4)c3)=NO2)C[C@@H]1C(N)=O (stereo partly drawn) | 0 | -5 | 9 | 0 | -9 | 0 | -14 | 11 | -3 | -30 | 14
CCN(Cc1ccc2c(c1)OCO2)C(=O)/C=C/c1cccc(Br)c1 | -10 | -3 | -81 | 16 | -53 | 2 | -35 | -6 | 3 | 3 | -12
COC(=O)Nc1ccc(S(=O)(=O)N(CCO)CC(F)(F)C(F)F)cc1 | -9 | -6 | 11 | 1 | 10 | 3 | 4 | -11 | 0 | -2 | -6
Cc1cc(O)c(NC(=O)c2ccc(Br)o2)cc1C | -57 | -3 | -151 | -4 | -233 | -2 | -73 | -55 | -19 | 2 | -21
CC(C)(SC(=S)N1CCOCC1)C(=O)O | -7 | -5 | 10 | -2 | 22 | -2 | -1 | -18 | -1 | -12 | -7
COC(=O)C1=C(C)N(C)C(=O)/C1=C\c1cccs1 | 26 | -3 | -3 | -3 | 17 | -2 | -10 | -5 | -15 | -14 | 16
CCOc1ccc(Oc2c(C)oc3cc(O)ccc3c2=O)cc1 | 6 | -5 | 6 | 0 | 20 | 4 | -18 | -3 | 3 | 1 | 2
C[C@H](NC(=O)c1nc[nH]c1C(=O)NCC(=O)OC(C)(C)C)C(=O)OCc1ccccc1 | 5 | 5 | -3 | -6 | -4 | -2 | 8 | 4 | 0 | 10 | 1
COC(=O)Cc1ccc(OCC(=O)NC2CCCC2)cc1 | -6 | -5 | -5 | -2 | -5 | nt | -1 | 6 | -3 | 6 | 0

Two entries from above, with tabs.
compound	MITF TRPM1 inh	CaV13 FRET inh	HIF-2a block	Vif imaging	Peg3 prom inh	NR2E3 ag-1	NR2E3 ag-2	Shn3 inh set2	PDI inh	CF NFkB block	KKLEB cytotox
CC(C)(SC(=S)N1CCOCC1)C(=O)O	-7	-5	10	-2	22	-2	-1	-18	-1	-12	-7
COC(=O)C1=C(C)N(C)C(=O)/C1=C\c1cccs1	26	-3	-3	-3	17	-2	-10	-5	-15	-14	16
